# Screens from PubChem.
# hIAP inh – human IAP inhibitors, primary screen, biochemical, luminescence, uHTS; Intestinal-type alkaline phosphatase (Homo sapiens), P09923; purified IAP, CDP-Star luminescence, 30 min; inhibition, % at 10 µM; actives 0.12% (n = 330,000); AID 2544, 2010;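 active = inhibition reaching a set limit with compound at 10 µM in the primary screen, cut at about 35% in these data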;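 note: plate controls were DMSO wells with enzyme for no effect and no-enzyme buffer wells for full effect; values of inactives mirror those of a sister screen read the other way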
# PfG6PD inh – PfG6PD enzyme inhibitors, primary screen, biochemical, fluorescence intensity, uHTS; PfGluPho enzyme, NADPH resazurin-diaphorase fluorescence; inhibition, % at 20 µM; actives 0.78% (n = 350,000);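 active = inhibition reaching at least a set limit at 20 µM in the primary screen, cut at about 59% in these data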;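 note: 0% = DMSO wells with substrate and 100% = DMSO wells lacking glucose-6-phosphate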
# mIAP block – inhibitors of mouse IAP, primary screen, biochemical, luminescence, uHTS; intestinal alkaline phosphatase [Mus musculus]; purified mouse IAP, CDP-Star luminescence, 30 min; inhibition, % at 10 µM; actives 0.2% (n = 330,000); AID 2806, 2010;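 active = inhibition of at least 40% at 10 µM in the primary screen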;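 note: plate controls were DMSO with enzyme for no effect and no enzyme wells for full effect; values of inactives mirror those of a sister screen read the other way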
# ATG4B inh – ATG4B protease inhibitors, primary screen, biochemical, fluorescence, uHTS; AID 504462, 2011; Cysteine protease ATG4B (Homo sapiens), Q9Y4P1; ATG4B cleavage of LC3-PLA2, NBD-HPC fluorescence, 1 h; inhibition, % at 8.33 µM; actives 0.51% (n = 340,000); in the data active = inhibition above about 40%
# Target sequence (Q9Y4P1 whole entry, looked up): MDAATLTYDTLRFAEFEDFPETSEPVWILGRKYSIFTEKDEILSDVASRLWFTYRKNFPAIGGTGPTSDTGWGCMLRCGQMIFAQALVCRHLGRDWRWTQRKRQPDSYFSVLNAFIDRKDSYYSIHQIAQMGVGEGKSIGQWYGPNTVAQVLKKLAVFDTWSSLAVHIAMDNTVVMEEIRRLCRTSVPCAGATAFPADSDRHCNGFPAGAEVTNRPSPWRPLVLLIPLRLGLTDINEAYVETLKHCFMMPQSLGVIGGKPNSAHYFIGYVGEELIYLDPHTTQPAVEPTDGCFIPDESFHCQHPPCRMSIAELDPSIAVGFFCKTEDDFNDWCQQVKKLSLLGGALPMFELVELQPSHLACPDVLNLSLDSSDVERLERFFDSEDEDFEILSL
# mIAP act – activators of mouse IAP, primary screen, biochemical, luminescence, uHTS; activation factor at 10 µM; AID 2805, 2010; muIAP, CDP-Star luminescence, 30 min; hits give high values; 1 = vehicle-only enzyme signal, 0 = enzyme-free wells; actives 0.24% (n = 330,000); intestinal alkaline phosphatase [Mus musculus];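 active = activation factor of at least 2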; note: the source names both 10 and 20 µM as test concentration; values of inactives mirror those of a sister screen read the other way
#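 Assay system: mouse IAP enzyme; reagent: chemiluminescent substrate CDP-Star; dosing: test compounds delivered from DMSO solution; schedule: 30 min at room temperature; measured by: luminescence from enzymatic CDP-Star hydrolysis; controls: DMSO-only wells and no-enzyme negative control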
# HKDC1 inhibitor – HKDC1 hexokinase inhibitors, primary screen, biochemical, fluorescence, uHTS. recombinant HKDC1, G6PDH/diaphorase resazurin coupled fluorescence. actives 0.16% (n = 340,000). AID 493160, 2011. Q2TB90. inhibition, % at 20 µM;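 active = inhibition above about 35% when tested at 20 µM, limit read from the data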;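 note: plate controls were DMSO wells with enzyme for no effect and DMSO wells lacking enzyme for full effect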
#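 System: Recombinant HKDC1 hexokinase | Amount: HKDC1 at 5 µg/mL | Reagent: Glucose with 1 mM ATP | Doses: Single 20 µM dose | Incubation: Reaction time 90 min, room temperature, protected from light | Signal: Coupled resazurin fluorescence, excitation 525 nm, emission 613 nm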
# hIAP act – human IAP activators, primary screen, biochemical, luminescence, uHTS; purified human IAP, CDP-Star luminescence, 30 min; hits give high values; 1 = vehicle-only enzyme, 0 = enzyme-free background; activation factor at 10 µM; Intestinal-type alkaline phosphatase (Homo sapiens), P09923; actives 0.16% (n = 330,000);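 active = activation factor of the enzyme at least 2-fold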; note: the source names both 10 and 20 µM as test concentration; values of inactives mirror those of a sister screen read the other way
# A3A deaminase – APOBEC3A ssDNA deaminase inhibitors, primary screen, selectivity assay for APOBEC3G inhibitor project, biochemical, FAM/TAMRA oligo cleavage fluorescence; recombinant A3A, FAM/TAMRA ssDNA deamination fluorescence; inhibition, % at 20 µM; actives 0.41% (n = 330,000); AID 493011, 2011; DNA dC->dU-editing enzyme APOBEC-3A (Homo sapiens), P31941;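 active = at least 40% inhibition at 20 µM here, with at most 30% in a related deaminase screen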;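 note: plate controls were A3A with DMSO for no effect and wells lacking A3A enzyme for full effect; some results filed as inactive read as strong as hits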
# Target sequence (P31941 whole entry, looked up): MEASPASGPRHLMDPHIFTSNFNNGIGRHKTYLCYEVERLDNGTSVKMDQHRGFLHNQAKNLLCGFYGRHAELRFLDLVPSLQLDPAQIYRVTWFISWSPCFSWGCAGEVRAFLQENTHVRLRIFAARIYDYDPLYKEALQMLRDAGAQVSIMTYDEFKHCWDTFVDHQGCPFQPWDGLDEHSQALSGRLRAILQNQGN
# Active calls of the source: *; x = no result given.
No.	molecule	hIAP inh	PfG6PD inh	mIAP block	ATG4B inh	mIAP act	HKDC1 inhibitor	hIAP act	A3A deaminase
1	O=C(CSc1nnc(-c2n[nH]c3ccccc23)n1-c1ccccc1)Nc1cccc(Cl)c1	12	-8	-16	17	1.2	4	0.88	-2
2	Fc1cnc(Cl)nc1N1CCN(c2ccccc2)CC1	10	6	-7	-3	1.1	-3	0.9	-3
3	CC(C)N(CCNC(=O)c1nn(Cc2ccccc2)c(=O)c2ccccc12)C(C)C	7	x	0	x	1	x	0.93	7
4	COCC(=O)Nc1nc(-c2ccccc2)ns1	12	-5	3	-3	0.97	-7	0.89	-2
5	Cc1noc(C)c1COc1cccc(C(=O)N2CCN(C/C=C/c3ccccc3)CC2)c1	6	11	3	-10	0.97	3	0.94	1
6	CCN(CC)c1ccc(C=Nc2ccc(C#N)cc2)c(O)c1	-18	-6	-1	-6	1	12	1.2	-2
7	CCCn1c(SCC(=O)N2CCCC2)nc2c1c(=O)n(C)c(=O)n2C	-2	-16	11	-3	0.89	-4	1	-1
8	Cc1ccc(-n2nc3c(=O)n(C(C)C(=O)NCc4ccc(Cl)cc4)nc(C)c3c2C)cc1 (configuration not stated)	-2	-4	2	-1	0.98	-1	1	-5
9	O=C(O)C1CC(=O)N(Cc2ccccc2)C1 (configuration not stated)	9	-5	-4	1	1	-5	0.91	4
10	CNC(=S)N(CCc1c(C)[nH]c2ccc(Cl)cc12)Cc1cccnc1	-7	-3	-10	-5	1.1	-9	1.1	-7
11	Cc1[nH]c(-c2ccco2)nc1C(=O)O	9	3	22	-3	0.78	1	0.91	-3
12	CCC(C)Nc1nc(N)c([N+](=O)[O-])c(NCc2ccccc2)n1 (configuration not stated)	6	13	2	12	0.98	6	0.94	0
13	COc1ccc(C(=O)/C=C\N2CCOCC2)cc1	-15	-9	-2	5	1	-6	1.1	-2
14	CCOc1ccc(NC(=S)N2CCC(NC(=O)C3CCCCC3)CC2)cc1	-7	-2	-5	-1	1	-2	1.1	-4
15	CCOC(=O)c1c(N2C(=O)C3C4C=CC(C4)C3C2=O)sc2c1CCC(C)C2 (configuration not stated)	-16	4	1	-2	0.99	-14	1.2	-2

# The list goes on:
No.	molecule	hIAP inh	PfG6PD inh	mIAP block	ATG4B inh	mIAP act	HKDC1 inhibitor	hIAP act	A3A deaminase
16	Cc1ccc(S(=O)(=O)N[C@@H](Cc2ccccc2)C(=O)N2CCC(C(=O)N[C@H](C(=O)O)C(C)O)CC2)cc1 (some centres not stated)	1	-16	1	-3	0.99	-2	0.99	-2
17	Cc1cccc(NC(=O)c2ccc(NCCO)c([N+](=O)[O-])c2)n1	4	34	4	-10	0.96	0	0.96	-9
18	CCCCCC(=O)NNC(=S)NC(=O)c1cccc([N+](=O)[O-])c1	-17	30	22	0	0.78	-21	1.2	-5
19	O=C(CNC(=O)c1ccc(Cl)cc1)OCn1nnc2ccccc2c1=O	12	2	1	-7	0.99	-4	0.88	-6
20	COc1ccc(C2/C(=C(/O)c3ccccc3)C(=O)C(=O)N2C)cc1 (configuration not stated)	0	-17	-4	-1	1	-6	1	1
21	O=C1CC[C@@H](CN(Cc2ccccn2)Cc2nc(Cc3ccccc3)no2)N1	-29	-10	-6	11	1.1	-4	1.3	1
22	COC(=O)C(C)N(C(=O)c1ccc(Cl)cc1)c1c(C)cccc1C (configuration not stated)	0	13	2	1	0.98	-5	1	2
23	O=C(Nc1ccc2oc(-c3ccc(F)cc3)nc2c1)c1ccccc1F	12	-7	1	-10	0.99	-9	0.88	4
24	CCOc1ccc(S(=O)(=O)N2CCC(C(=O)N3CCN(c4ccccc4F)CC3)CC2)cc1C	-13	5	-13	4	1.1	-4	1.1	2
25	COC(=O)c1ccc(NC(=O)CSc2nnc(-c3ccncc3)n2N)cc1	16	-13	-5	-1	1.1	3	0.84	-2
26	Cc1cc(NC(=O)CN2C(=O)NC(C)(c3ccc(OC(F)F)cc3)C2=O)no1 (configuration not stated)	-20	-7	7	-11	0.93	3	1.2	2
27	CCCc1cc(=O)oc2cc(OCC(=O)NCc3cccs3)ccc12	11	-10	0	-9	1	-1	0.89	-2
28	COc1ccc(NC(=O)CN(C)C(=O)c2ccc(C)s2)cc1	-16	14	7	-8	0.93	4	1.2	-6
29	CN(Cc1ccccc1)C(=O)COc1ccc2ccccc2c1	17	12	5	-5	0.95	7	0.83	0
30	CCOC(=O)COc1ccccc1C1Nc2ccccc2C(=O)N1c1cccc(Cl)c1 (configuration not stated)	-20	2	3	-2	0.97	10	1.2	-1

# Entries of single compounds, quoted from the list:
# `Cc1ccc(S(=O)(=O)N[C@@H](Cc2ccccc2)C(=O)N2CCC(C(=O)N[C@H](C(=O)O)C(C)O)CC2)cc1` (some centres not stated) as listed: hIAP inh = 1; PfG6PD inh = -16; mIAP block = 1; ATG4B inh = -3; mIAP act = 0.99; HKDC1 inhibitor = -2; hIAP act = 0.99; A3A deaminase = -2
# `CCCCCC(=O)NNC(=S)NC(=O)c1cccc([N+](=O)[O-])c1` as listed: hIAP inh = -17; PfG6PD inh = 30; mIAP block = 22; ATG4B inh = 0; mIAP act = 0.78; HKDC1 inhibitor = -21; hIAP act = 1.2; A3A deaminase = -5
# `O=C1CC[C@@H](CN(Cc2ccccn2)Cc2nc(Cc3ccccc3)no2)N1` as listed: hIAP inh = -29; PfG6PD inh = -10; mIAP block = -6; ATG4B inh = 11; mIAP act = 1.1; HKDC1 inhibitor = -4; hIAP act = 1.3; A3A deaminase = 1

# (list continues)
No.	molecule	hIAP inh	PfG6PD inh	mIAP block	ATG4B inh	mIAP act	HKDC1 inhibitor	hIAP act	A3A deaminase
31	O=C(c1ccccc1)N1CCN(C(=O)c2nn3c(C(F)(F)F)cc(-c4ccccc4)nc3c2Br)CC1	15	21	10	-11	0.9	-4	0.85	-2
32	Cc1ccc(C)c(NC(=O)COC(=O)c2cccc(S(=O)(=O)N3CCCCC3)c2)c1	-10	-9	8	-2	0.92	-6	1.1	-1
33	Oc1c(Cl)cccc1C=Nc1cc(C(F)(F)F)ccc1N1CCCC1	13	14	10	3	0.9	0	0.87	-2
34	CCOC(=O)C1CCCN(C(=S)Nc2ccc(Nc3ccccc3)cc2)C1 (configuration not stated)	0	14	9	2	0.91	8	1	-3
35	N#CCCN/N=C(\Cc1nc2ccccc2[nH]1)c1ccccc1	11	0	7	-6	0.93	-17	0.89	1
36	Cc1noc(NS(=O)(=O)c2ccc(NC(=O)/C=C/c3ccc(C(C)C)cc3)cc2)c1C	-2	-15	2	-8	0.98	4	1	-1
37	FC(F)(F)c1cc(-c2ccccc2)nc(N2CCCCCC2)n1	-52	-15	-1	5	1	3	1.5	1
38	O=c1cc(O)c(-c2cccc(C(F)(F)F)c2)c(Cl)[nH]1	5	-10	-8	-15	1.1	-7	0.95	-1
39	CCOc1nc(N(C)C)nc(-n2nnc(C(C)=O)c2C)n1	-1	-8	0	-2	1	2	1	-3
40	COc1cc2c(CCNC(C)=O)c[nH]c2cc1Cl	-22	18	-2	-3	1	-8	1.2	-4
41	O=[N+]([O-])c1ccc(NC(=S)N2CCOCC2)cc1	9	-3	12	-6	0.88	-9	0.91	-2
42	CC(=O)/C(=N\Nc1ccccc1)Sc1cccc2cccnc12	16	-37	-6	-6	1.1	-6	0.83	-1
43	CCOC(=O)C1CCN(C(=O)COC(=O)c2ccc3[nH]c4c(c3c2)CCCC4)CC1	-2	8	-7	-6	1.1	-1	1	-1
44	O=C1CC(c2ccccc2)CC(O)=C1C=NCc1ccc(Cl)c(Cl)c1 (configuration not stated)	3	-18	0	-8	1	-4	0.97	-3
45	CCOC(=O)C1CCCN(C(=O)CCCn2nnnc2CN2CCOCC2)C1 (configuration not stated)	-21	2	4	-2	0.96	-3	1.2	-1

# Further entries
No.	molecule	hIAP inh	PfG6PD inh	mIAP block	ATG4B inh	mIAP act	HKDC1 inhibitor	hIAP act	A3A deaminase
46	Cc1c(C(=O)OCC[N+]2(C)CCCCC2)oc2ccccc12	-4	0	-3	-1	1	-4	1	77*
47	CC(=O)N(c1ccccc1C)S(=O)(=O)c1ccc(Cl)cc1	10	0	2	2	0.98	-1	0.9	3
48	CN1C(=O)c2ccc(C(=O)NC3CCCCC3)cc2C1=O	3	-16	-3	1	1	4	0.97	-3
49	COc1ccc(CCNC(=O)COc2nncc3ccccc23)cc1	-3	6	31	-4	0.69	-7	1	1
50	Cc1ccc(NC(=O)c2oc3ccc(S(=O)(=O)N4CCOCC4)cc3c2C)c(C)c1	1	-14	3	0	0.97	6	0.99	2
51	O=c1c(Cl)c(NCC2CCCO2)cnn1C12CC3CC(CC(C3)C1)C2 (configuration not stated)	-14	-6	-17	-6	1.2	-5	1.1	-8
52	COc1ccc(C2=Nn3c(nnc3-c3cc(C)[nH]n3)SC2)cc1	-35	3	-5	-9	1	-5	1.4	-3
53	CCc1ccc2[nH]c(=O)c(CN(CCN(C)C)C(=O)Nc3ccccc3)cc2c1	-3	-12	-1	-8	1	-8	1	9
54	COc1ccc(CC(=O)NCCN2CCOCC2)cc1	-3	-6	2	-3	0.98	2	1	-1
55	CCCCCC(O)(c1ccccc1)C(CN1CCOCC1)c1ccccc1 (configuration not stated)	15	23	8	-9	0.92	11	0.85	-1
56	O=C(/C=C(\c1ccccc1)n1cncn1)c1ccccc1	9	-2	1	7	0.99	-7	0.91	2
57	O=C(/C(=N\O)n1cncn1)c1ccc(Cl)cc1Cl	16	-15	2	14	0.98	-11	0.84	-4
58	CCCc1nc2ccccc2c(=O)n1/N=C/c1ccccc1O	-20	-14	5	15	0.95	-2	1.2	0
59	NC(=O)CC(NC(=O)c1ccccc1)c1ccc(NCCCN2CCCC2=O)c([N+](=O)[O-])c1 (configuration not stated)	7	0	6	-2	0.94	-5	0.93	2
60	CN1C(=O)OC(C)(CCc2ccccc2)C1(C)O (configuration not stated)	2	-1	1	-11	0.99	-3	0.98	0
61	COc1ccc(C(C)(C)C)cc1NC(=O)COC(=O)c1ccc([N+](=O)[O-])o1	-12	28	4	-27	0.96	-5	1.1	2
62	Cc1ccc2c(c1)c(-c1ccccc1)nc1nnnn12	12	7	10	-7	0.9	3	0.88	0
63	CNC(=O)c1cc2c(=O)n3cccc(C)c3nc2n(C(C)C)c1=N	16	11	0	-10	1	3	0.84	2

# Records above marked active in A3A deaminase.
No.	molecule	hIAP inh	PfG6PD inh	mIAP block	ATG4B inh	mIAP act	HKDC1 inhibitor	hIAP act	A3A deaminase
46	Cc1c(C(=O)OCC[N+]2(C)CCCCC2)oc2ccccc12	-4	0	-3	-1	1	-4	1	77*

# By substructure: the entries above with a cyano group.
No.	molecule	hIAP inh	PfG6PD inh	mIAP block	ATG4B inh	mIAP act	HKDC1 inhibitor	hIAP act	A3A deaminase
6	CCN(CC)c1ccc(C=Nc2ccc(C#N)cc2)c(O)c1	-18	-6	-1	-6	1	12	1.2	-2
35	N#CCCN/N=C(\Cc1nc2ccccc2[nH]1)c1ccccc1	11	0	7	-6	0.93	-17	0.89	1
